Screening results (PubChem)
EPAC1 agonist = EPAC1 (human) agonism | O95398 | EPAC1 agonist qHTS, biochemical assay; response scale: 100% = response to 6.5 mM cAMP | Potency, µM (series often up to 154 µM), inactives show at the top dose activation, actives largely listed as activators | 360,000 compounds, 0.073% hits | AID 720707; note: potency is the fitted concentration of half-maximal effect; nearly all actives have a fitted effect of over 60% in size
Target sequence (O95398 whole entry, looked up): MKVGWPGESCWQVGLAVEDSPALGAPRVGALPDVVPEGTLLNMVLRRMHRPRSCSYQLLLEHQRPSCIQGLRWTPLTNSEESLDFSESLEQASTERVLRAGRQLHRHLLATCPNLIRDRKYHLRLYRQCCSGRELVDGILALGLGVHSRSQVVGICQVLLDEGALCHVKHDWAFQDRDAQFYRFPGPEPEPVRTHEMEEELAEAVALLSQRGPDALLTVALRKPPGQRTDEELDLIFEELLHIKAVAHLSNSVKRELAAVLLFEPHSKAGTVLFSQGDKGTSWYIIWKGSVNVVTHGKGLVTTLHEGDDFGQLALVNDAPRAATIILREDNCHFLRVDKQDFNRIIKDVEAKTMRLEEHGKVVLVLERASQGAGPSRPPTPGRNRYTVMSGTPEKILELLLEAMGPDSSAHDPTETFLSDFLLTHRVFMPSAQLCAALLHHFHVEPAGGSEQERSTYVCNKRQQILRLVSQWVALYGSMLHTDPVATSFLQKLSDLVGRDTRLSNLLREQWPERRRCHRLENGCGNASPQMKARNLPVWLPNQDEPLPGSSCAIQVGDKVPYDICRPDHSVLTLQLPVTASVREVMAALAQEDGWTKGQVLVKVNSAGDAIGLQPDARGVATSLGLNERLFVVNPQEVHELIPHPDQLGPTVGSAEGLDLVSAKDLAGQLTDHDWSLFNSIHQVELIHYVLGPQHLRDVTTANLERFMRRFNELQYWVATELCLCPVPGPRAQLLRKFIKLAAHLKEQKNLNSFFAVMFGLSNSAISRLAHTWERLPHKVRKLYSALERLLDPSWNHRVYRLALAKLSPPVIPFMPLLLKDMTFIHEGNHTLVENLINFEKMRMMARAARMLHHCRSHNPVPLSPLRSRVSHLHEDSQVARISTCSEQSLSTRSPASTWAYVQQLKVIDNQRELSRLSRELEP
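Multi-concentration qHTS readout: loss of Rap1B-bound BODIPY-GDP fluorescence driven by 100 nM EPAC1 with excess GDP (50 uM), monitored kinetically at room temperature; agonist response expressed relative to 6.5 mM cAMP.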
EPAC1 antagonist = blocks human EPAC1 exchange factor; 360,000 compounds, 0.14% hits; EPAC1 GEF assay, Rap1b-BODIPY-GDP exchange fluorescence; Potency, µM (titrated, usually from 115 µM), without a hit: at the highest dose activity change, negative = inhibition, usual class: inhibitors;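 note: potency is the fitted concentration of half-maximal effect; plate controls were vehicle for no effect and positive control for full effect; nearly all actives have a fitted effect of over 50% in size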
aSyn rescue = rescues yeast growth from alpha-synuclein toxicity | Yeast expressing alpha-synuclein, growth rescue, BacTiter-Glo, 24 h | Potency, µM (doses to about 46.1 µM), for inactives: at the highest dose growth rescue (activation), hits mostly activators | 370,000 compounds, 0.14% hits; note: potency is the fitted concentration of half-maximal effect; % of control where 0% means no effect; nearly all actives have a fitted effect of over 65% in size
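Screening used galactose-induced yeast with toxic alpha-synuclein levels, exposed to compound for 24 hr at 30 deg C. Cell growth, read with BacTiter-Glo luminescence, gave the measured signal.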
Abeta rescue = A-beta toxicity reversal in yeast. yeast expressing A-beta42, growth rescue, OD600, 48 h; response scale: 0% DMSO, 100% iron-clioquinol control. Potency, µM (titrated, usually from 46.1 µM), for inactives: at the top dose growth rescue, most hits filed as activators. 410,000 compounds, 0.063% hits; note: potency is the fitted concentration of half-maximal effect; nearly all actives have a fitted effect of over 55% in size
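Growth rescue measured by 600 nm absorbance after 48 h yeast culture at 30 C with compound. Values normalized between DMSO and an equimolar ferric chloride plus clioquinol control.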
IL2 activator = activators of IL-2. activation, % (series mostly up to about 46 µM). IL-2 activation reporter assay, cell-based qHTS; stimulated with anti-CD3/CD4/CD28 beads; in transgenic mouse T cells. 360,000 compounds, 0.065% hits; in the data active = activation above about 50%; inconclusive = mostly about 30% to 49%; note: 0% is about no effect
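Using fluorescent plate cytometry, EGFP and DsRed are detected in transgenic mouse T cells stimulated 18 h at 37 degrees C with antibody-coated beads after 60 min compound pretreatment.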
PI5P4Ka inh = blocks human PI5P4K alpha kinase activity | P48426 | PI5P4Kalpha enzyme, ADP-Glo luminescence, 60 min; stronger effect = lower value | max response, % | 330,000 compounds, 1.2% hits | AID 652105; active = max response of -50% or lower; inconclusive = between -30% and -50%; inactive = -30% or higher; note: value at the top dose of about 77 µM; % is set by controls: 0 for no effect and ±100 for the full control effect
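Luminescence from ADP-Glo served as readout of PI5P4Kalpha activity in a qHTS format. Reaction: enzyme, substrate, compound, ATP at 5 microM final, 60 min at RT.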
FUS suppressor = suppressors of FUS proteinopathy in yeast; S. cerevisiae FUS-expressing, growth rescue, OD600, 24 h; AID 1347120; Potency, µM (highest dose often 76.6 µM), for inactives: top-dose growth rescue (activation), actives largely listed as activators; 390,000 compounds, 0.24% hits;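 note: potency is the fitted concentration of half-maximal effect; plate controls were DMSO vehicle for no effect and reference control for full effect; nearly all actives have a fitted effect of over 55% in size; some results filed as inactive show a strong effect at the top dose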
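Absorbance at 600 nm, taken 24hr after compound addition, measured rescue of FUS-yeast growth at 30C. Induction used 2% galactose with seeding at OD 0.005. Controls: CP55940 from 92uM final, DMSO only.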
PLK1 PBD inh = PLK1 (human) polo-box domain binding inhibition; AID 720504; P53350; 360,000 compounds, 2.8% hits; Potency, µM, without a hit: max response, negative = inhibition, usual class: inhibitors; Plk1 PBD binding of FITC phosphopeptide, fluorescence polarization; note: potency is the fitted concentration of half-maximal effect; series mostly up to about 57 µM; % is set by controls: 0 for no effect and ±100 for the full control effect; nearly all actives have a fitted effect of over 65% in size
WRN helicase inh = WRN helicase (human) inhibition. Q14191. WRN helicase unwinding, fluorescent forked duplex, kinetic. Potency, µM (highest dose often 114 µM), for inactives: at the highest dose activity change, negative = inhibition, actives largely listed as inhibitors. 360,000 compounds, 0.46% hits; note: potency is the fitted concentration of half-maximal effect; % is set by controls: 0 for no effect and ±100 for the full control effect; nearly all actives have a fitted effect of over 55% in size
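WRN at 20 nM final preincubated with compound 15 min at room temperature; reaction started with 100 nM fluorophore/quencher forked duplex oligonucleotide and 2 mM ATP final. Unwinding followed kinetically by red fluorescence (ex 525, em 598 nm).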
The depositor's hits bear a star; u = inconclusive; x = not tested or not shown; [ ] = another dose, or the depositor's remark. Unless noted, calls come from the whole dose curve; as a rule, active = well fitted curve in the direction sought with a large enough effect; inconclusive = small, poorly fitted or top-dose-only effect, or another doubt; inactive = no such curve, though single readings can be large; an effect the other way counts as inactive or inconclusive.

Every second line gives: EPAC1 agonist	EPAC1 antagonist	aSyn rescue	Abeta rescue	IL2 activator	PI5P4Ka inh	FUS suppressor	PLK1 PBD inh	WRN helicase inh
Cc1cccc(N(C)S(=O)(=O)c2csc(C(N)=O)c2)c1
  12.6%	-0.3%	-1.9%	-3.8%	-5.5	2.6	12.5%	-0.7%	-7.3%
COc1ccc(NS(=O)(=O)c2cccc3cccnc23)cc1
  6.1%	-0.8%	11.5%	14.2%	-3.0	1.5	14.6%	-7.7%	-13.0%
O=[N+]([O-])c1ccccc1/C=C\C=N\N1CCN(c2ccccc2)CC1
  22.1%	-4.3%	-1.4%	11.1%	1.7	12.0	4.9%	-4.0%	-12.3%
COc1ccc2[nH]c(=O)c(CN(C(=O)c3cccnc3)c3cc(C)ccc3C)cc2c1
  5.9%	u	0.0%	3.2%	-0.3	-1.6	17.7%	1.4%	-5.2%
CC(=O)c1sc(-c2ccccc2)cc1N
  -2.1%	7.8%	-1.4%	-40.7%[inhibitor]	-4.2	2.2	11.0%	-12.9%	5.5%
CCCn1c2ccccc2c2cnn(CC(=O)NCCN(C)C)c(=O)c21
  13.5%	6.2%	3.6%	7.1%	-2.5	0.2	-25.8%	-0.3%	4.8%
O=C(Cc1ccc(Br)cc1)Nc1ccccc1Cl
  6.9%	1.2%	6.1%	18.6%	-0.4	7.3	x	-10.4%	-17.2%
COC(=O)c1ccc(NC(=O)c2cc(-c3ccccn3)nc3ccccc23)cc1
  7.4%	17.6%	-5.8%	-9.6%	-5.0	3.7	18.2%	-1.5%	2.7%
CCOc1cc(NC(=O)c2ccco2)c(OCC)cc1NC(=O)Cc1ccc(OC)c(OC)c1
  0.0%	-20.3%	4.5%	4.8%	1.3	x	41.6%	-4.4%	0.9%[11.6 µM]
Fc1ccc(COc2ccccc2CNCc2ccncc2)cc1
  -1.6%	1.6%	-7.1%	5.2%	-1.6	-2.4	x	6.0%	-0.1%
O=C(COC(=O)c1ccccc1OC(F)F)Nc1ccc2[nH]c(=O)[nH]c2c1
  -8.8%	-9.2%	-0.6%	-10.8%	0.4	-2.2	21.0%	-10.3%	-29.5%
Nc1nn(S(=O)(=O)c2cccc3nsnc23)cc1-c1ccc(Br)cc1
  12.1%	-27.5%	u	-12.4%[9.22 µM]	-0.9	11.9	-32.2%	-6.0%	-26.7%
Cc1noc(C)c1COc1ccc(C(=O)OCC(=O)NC23CC4CC(CC(C4)C2)C3)cc1
  9.7%	-20.2%	8.7%	2.0%	-0.4	0.4	31.1%	-8.6%	-9.9%
COC(=O)Cc1cc(=O)[nH]c(/N=C(\N)Nc2ccc(C(C)C)cc2)n1
  6.8%	3.4%	1.3%	0.1%	-1.2	1.1	5.9%	-0.1%	-3.6%
CN(C(=O)N1CCN(c2ccccn2)CC1)c1ccccc1
  -0.1%	-6.6%	-0.7%	1.1%	-2.9	0.8	-11.4%	1.0%	0.3%
CCCCn1c(SCC(=O)O)nc2ccccc21
  9.9%	-3.3%	-1.0%	4.9%	-1.0	x	31.1%	-14.7%	2.6%
O=c1c2c(nc3cc(-c4ccc(F)cc4)[nH]n13)CCC2
  9.1%	-2.4%	-1.3%	-5.9%	-0.2	-19.9	x	-9.3%	-1.9%
Cc1cccc(C(=O)NNC(=O)c2ccco2)c1O
  12.3%	-18.5%	-4.8%	-1.6%	-2.1	-3.0	-13.8%	-4.1%	-14.0%
CC1CN(c2ncnc3c2cnn3-c2ccc(Cl)cc2)CC(C)O1 (configuration not stated)
  -3.9%	-6.4%	1.6%	1.0%	2.6	2.1	2.2%	0.7%	-2.0%
OCc1c[nH]c(=S)n1CCOc1cccc(C(F)(F)F)c1
  1.0%	16.0%	-9.0%	-20.0%	1.0	1.3	-13.7%	-22.6%	-5.1%
CN(C)C1(CNC(=O)C2CCC(=O)N(CCc3ccc(Cl)cc3)C2)CCCCC1 (configuration not stated)
  7.7%	-7.8%	-5.2%	4.4%	-2.8	-0.2	x	-6.8%	-28.2%
O=C(c1cc(F)c(F)cc1Cl)N1CCN(S(=O)(=O)c2cccs2)CC1
  1.9%	5.3%	-3.1%	-12.2%	-4.1	-7.0	10.8%	1.2%	8.1%
COc1ccc(C2c3[nH]c4ccccc4c3C[C@H]3C(=O)N(C4CCN(Cc5ccccc5)CC4)CC(=O)N23)cc1OC (some centres not stated)
  4.7%	12.7%	-2.8%	-16.8%	-3.8	4.0	21.6%	-2.8%	1.6%
COCCc1ncc(CN2CCCCC2C(=O)Nc2ccc(Oc3ccccc3)nc2)cn1 (configuration not stated)
  11.7%	-6.6%	-4.4%	1.8%	-2.0	2.6	13.3%	-6.2%	5.4%
COc1ccccc1C(=O)N1CCN(C(=O)Cc2ccccc2)CC1
  1.2%	1.1%	-1.3%	-0.9%	-0.2	1.0	2.3%	-5.5%	4.1%
CCn1c(CCNC(=O)c2cccs2)nnc1SCC(=O)NC1CCCCC1
  3.9%	10.0%	4.0%	4.2%	-0.4	x	15.6%	-6.8%	-4.5%
COc1ccc(-n2ncc3c(=O)n(CC(=O)Nc4ccc5c(c4)OCCO5)cnc32)cc1
  0.6%	-14.3%	1.8%	4.3%	1.0	7.1	17.7%	-14.5%	0.4%
Clc1nc(Cl)nc(N(c2ccccc2)c2ccccc2)n1
  -2.4%	-4.2%	1.2%	9.2%	1.2	-13.2	x	-6.3%	-24.6%
Nc1ccccc1Sc1ccc(C(=O)c2ccccc2C(=O)O)cc1[N+](=O)[O-]
  1.8%	-14.3%	-0.9%	-21.3%	-1.5	-66.4*	16.5%	u	-33.2%
O=[N+]([O-])c1cccc(/C=N/N2CCN(c3ccccn3)CC2)c1
  -3.9%	-20.4%	2.4%	3.7%	-0.5	7.4	-4.6%	1.5%	-8.1%
O=C1C(=NO)C(c2ccccc2)Oc2ccccc21 (configuration not stated)
  14.0%	-11.4%	2.0%	10.3%	1.2	3.8	3.5%	-10.7%	-2.8%
Cc1ccc(F)c(S(=O)(=O)NC(=O)C2(C)CCN2C(=O)CCC2CCCC2)c1 (configuration not stated)
  -8.2%	5.8%	5.0%	14.9%	-0.4	-3.1	-10.3%	1.7%	1.8%
NS(=O)(=O)c1ccc(NS(=O)(=O)c2ccc(Br)cc2)cc1
  -0.1%	4.8%	1.7%	4.4%	-1.6	8.6	12.0%	1.0%	-3.2%
CC(=O)c1ccc(OCC(=O)OCC(=O)Nc2sccc2C(N)=O)cc1
  -7.3%	-10.2%	-1.4%	-14.0%	-0.2	-11.2	-4.9%	1.4%	-5.5%
COc1ccc(/C=C/C(=O)NCCNC(=O)c2ccccc2)cc1OC
  6.8%	-2.3%	-1.7%	-8.9%	-1.1	7.3	5.5%	-6.0%	-10.1%
O=C(CCN=C1NS(=O)(=O)c2ccccc21)OCc1cccc(Cl)c1
  -32.0%[inhibitor]	-7.9%	-3.1%	14.7%	-0.3	0.7	-0.7%	-1.1%	-13.9%
CCCNC1=C(C)C(=O)CC1
  -0.3%	8.0%	3.7%	11.2%	0.0	0.2	-7.1%	1.0%	-0.3%
COc1ccc(-c2cc(-c3ccc(N)cc3)nc(N)c2C#N)cc1OC
  -4.4%	-17.6%	-13.4%	-13.2%	-0.5	2.5	39.3%	-2.6%	-11.1%
O=C(NCc1nnc(SCC(=O)N2CCCCCC2)o1)c1ccco1
  7.2%	21.6%	-1.1%	-18.1%	-2.5	0.0	29.9%	-12.7%	-4.5%
c1ccc(CN2CCN(c3nc(-c4ccccc4)nc(-n4ccnc4)n3)CC2)cc1
  6.9%	-4.7%	-8.9%	13.4%	-1.1	x	29.4%	-2.7%	-5.9%
CCOC(=O)c1cnc2c(C(=O)OCC)cnn2c1N
  7.8%	-6.1%	-12.2%	2.1%	7.1	-3.8	-5.8%	-4.8%	4.0%
Cc1cc(C)c(NC(=O)CCCN2CCN(C)CC2)c(C)c1
  3.5%	-18.7%	6.8%	-5.2%[9.22 µM]	0.3	6.9	-38.1%	-6.1%	-19.8%
CCOC(=O)Cn1nc(-c2ccc(C)cc2)ccc1=O
  -4.6%	7.9%	-4.2%	3.2%	1.4	x	22.7%	-1.3%	-1.6%
O=C(O)c1cn(Cc2ccccc2)c2ccccc2c1=O
  -3.0%	-21.1%	11.5%	-12.6%	-0.5	-7.4	8.2%	1.9%	19.0%
CCOc1ccc2oc(C(=O)OCC(=O)NC(=O)NC3CCCC3)c(C)c2c1
  17.2%	u	6.8%	0.3%	0.1	x	-5.5%	-2.1%	0.9%
Cc1cc(C)n(S(=O)(=O)c2ccc(C)c(C)c2)n1
  3.8%	5.1%	-2.2%	-5.4%	1.2	-0.4	-21.3%	3.7%	3.7%
COC(=O)c1ccccc1NC(=O)c1cc[n+]([O-])cc1
  -3.6%	u	-0.1%	-8.3%	0.4	0.4	-14.5%	-6.1%	0.6%
NC(=S)N/N=C\c1ccccc1OCc1ccccc1
  10.9%	-22.4%	11.6%	u	-3.1	1.2	9.6%	-9.7%	-5.4%
Cc1ccccc1Nc1nc(N)nc(CSc2nnnn2C)n1
  -4.5%	1.5%	-1.2%	0.9%	-0.1	3.1	-22.1%	-14.5%	15.3%
O=C(NCc1ccccc1)C(c1ccc(Cl)cc1)N(C(=O)c1csnn1)C1CC1 (configuration not stated)
  -9.1%	-1.9%	-4.5%	2.6%	-0.7	0.3	14.3%	2.2%	0.2%
CCCSc1nc(-c2ccccc2)cc(C(F)(F)F)c1C#N
  -0.7%	-10.6%	8.2%	17.0%	-1.4	x	16.3%	0.5%	-5.7%

Given bar-delimited: two of the compounds above
SMILES | EPAC1 agonist | EPAC1 antagonist | aSyn rescue | Abeta rescue | IL2 activator | PI5P4Ka inh | FUS suppressor | PLK1 PBD inh | WRN helicase inh
CC(=O)c1ccc(OCC(=O)OCC(=O)Nc2sccc2C(N)=O)cc1 | -7.3% | -10.2% | -1.4% | -14.0% | -0.2 | -11.2 | -4.9% | 1.4% | -5.5%
COc1ccc(/C=C/C(=O)NCCNC(=O)c2ccccc2)cc1OC | 6.8% | -2.3% | -1.7% | -8.9% | -1.1 | 7.3 | 5.5% | -6.0% | -10.1%
